Screening data as filed in PubChem.
FAS TE block: inhibitors of human fatty acid synthase thioesterase domain; P49327; recombinant FAS-TE, OMFH fluorogenic substrate, fluorescence endpoint; inhibition, % at 15 µM; hit rate 0.67% among 360,000;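 active means compounds whose normalised, plate-corrected inhibition of enzyme fluorescence in the single-dose primary screen is 50% or more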;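 further: 0% = DMSO with enzyme and 100% = substrate without enzyme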
CSN inh: blocks human CSN-mediated cullin deneddylation; Purified CSN, SCF-Nedd8-OG deneddylation, fluorescence polarization; inhibition, % at 12.5 µM; hit rate 0.38% among 360,000; AID 651999;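 active means pattern-corrected inhibition above about 35%, with an unprinted fluorescence ratio check between 0.5 and 1.5, limit read from the data, passing the limit was not always enough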;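 further: 0% = enzyme with substrate and 100% = substrate without enzyme; some results filed as inactive read as strong as hits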
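Assay system: purified human Csn5 enzyme expressed in HEK293T cells; Input: 0.24 nM Csn5 enzyme, final concentration; Reagent: 10 nM SCFSkp2-Nedd8OG; Compound dosing: 12.5 µM single point; Times: reaction 90 min, room temperature; Technique: fluorescence polarization readout.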
Neddylation inh: inhibitors of human cullin neddylation; TR-FRET cullin neddylation, biochemical; hit rate 0.58% among 360,000; calls only at 25 µM; in the data active means inhibition above about 36%
MT1-MMP act inh: blocks activation of human MT1-MMP; GFP/RFP ratio change, % at 20 µM; AID 651647; P50281; hit rate 0.061% among 360,000; HT1080 RFP-PRO-GFP cells, GFP/RFP ratio fluorescence, overnight; percent of plate control window, DMSO zero;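 active means GFP/RFP ratio change of at least 30% with cell ATP level not reduced by more than half and red fluorescence within 50% of control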; further: strong numbers were not always called active
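Assay system: HT1080 RFP-PRO-GFP cells | Dosing: 20 µM single dose, 1% DMSO | Incubation: Cells overnight before dosing, compound overnight, 37 °C, 5% CO2 | Evaluation: GFP/RFP fluorescence ratio | Control set: DMSO-only wells and HT1080 RFP-L50D-GFP cell wells as references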
Rpn11 block: Rpn11 (human) deubiquitinase inhibition; human 26S proteasome, Ub4-pepOG fluorescence polarization; 20S core pre-blocked with epoxomicin; calls only at 20 µM; hit rate 0.59% among 360,000;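 active means inhibition at 20 µM, scaled to each plate's controls, above about 33%, limit read from the data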
Target sequence (O00487 whole entry, looked up): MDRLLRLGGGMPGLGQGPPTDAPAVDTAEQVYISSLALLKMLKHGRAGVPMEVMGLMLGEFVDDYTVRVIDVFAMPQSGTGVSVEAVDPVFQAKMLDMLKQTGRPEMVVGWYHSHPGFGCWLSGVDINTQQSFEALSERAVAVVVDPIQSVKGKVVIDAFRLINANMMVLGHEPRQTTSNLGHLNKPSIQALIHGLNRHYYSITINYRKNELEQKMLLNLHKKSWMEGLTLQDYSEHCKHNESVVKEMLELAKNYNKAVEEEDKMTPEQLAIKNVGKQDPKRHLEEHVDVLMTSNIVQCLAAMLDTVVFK
MLLE-PAM2 inh: blocks PAM2 peptide binding to the PABP1 MLLE domain; hit rate 0.36% among 360,000; inhibition, % at 20 µM; GST-MLLE / FITC-PAM2 fluorescence polarization; in the data active means inhibition above about 35%, passing the limit was not always enough;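 further: plate controls were DMSO wells with GST-MLLE for no effect and wells lacking GST-MLLE protein for full effect; some results filed as inactive read as strong as hits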
Target sequence (P11940 whole entry, looked up, the tested form may be a part): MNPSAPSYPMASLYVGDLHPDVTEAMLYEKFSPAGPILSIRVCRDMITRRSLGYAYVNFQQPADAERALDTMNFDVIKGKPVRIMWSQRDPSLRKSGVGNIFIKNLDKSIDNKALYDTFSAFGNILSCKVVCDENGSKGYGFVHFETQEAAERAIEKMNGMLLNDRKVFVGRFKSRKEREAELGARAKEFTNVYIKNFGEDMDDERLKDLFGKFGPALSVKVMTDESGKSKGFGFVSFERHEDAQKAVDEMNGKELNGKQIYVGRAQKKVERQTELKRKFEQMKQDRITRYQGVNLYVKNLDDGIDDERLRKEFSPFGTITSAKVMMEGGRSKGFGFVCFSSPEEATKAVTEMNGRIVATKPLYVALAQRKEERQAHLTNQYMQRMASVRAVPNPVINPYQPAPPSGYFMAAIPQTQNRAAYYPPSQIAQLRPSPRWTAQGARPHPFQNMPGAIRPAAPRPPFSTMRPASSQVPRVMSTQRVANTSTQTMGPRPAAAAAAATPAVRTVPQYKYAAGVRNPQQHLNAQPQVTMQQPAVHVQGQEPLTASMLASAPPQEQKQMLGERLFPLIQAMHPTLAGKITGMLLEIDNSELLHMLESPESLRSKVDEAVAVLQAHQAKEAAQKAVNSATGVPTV
NadD block: blocks S. aureus nicotinate mononucleotide adenylyltransferase; purified NadD enzyme, colorimetric absorbance read-out; inhibition, % at 20 µM; hit rate 0.78% among 360,000; in the data active means inhibition above about 26%; further: some compounds past the cut are filed as inactive
SKN-1 inh: inhibitors of C. elegans SKN-1; C. elegans VP596 Pgst-4::GFP/RFP ratio, acrylamide-induced, 24 h; inhibition, % at 21.8 µM; hit rate 0.49% among 360,000; AID 624304;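 active means interference check ratio from 0.5 to 1.5 plus GFP to RFP signal ratio inhibition reaching or exceeding a fixed threshold, cut at about 30% in these data, passing the limit was not always enough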; further: some compounds called inactive have numbers as strong as hits
Rin1 Abl inh: human Rin1-Abl interaction inhibition | AID 588664 | P00519+Q13671 | inhibition, % at 7.35 µM | hit rate 0.4% among 360,000 | TR-FRET Rin1/Abl binding, biochemical; in the data active means inhibition above about 5%, passing the limit was not always enough
* hit, by the source's call; i = inactive; · = not tested or not shown.

mol	Rin1 Abl inh	CSN inh	FAS TE block	MLLE-PAM2 inh	Rpn11 block	Neddylation inh	SKN-1 inh	NadD block	MT1-MMP act inh
O=C(COC(=O)CNC(=O)c1ccccc1F)NC1CC1	0	-6	-9	5	i	i	-18	-7	1
O=c1c2ccccc2nc(/C=C/c2ccc([N+](=O)[O-])o2)n1CCCO	-6	24	-17	6	·	i	-11	-1	-94
O=C(NNC(=O)c1cc2cc3ccccc3nc2s1)c1ccc(F)cc1	-2	11	-4	0	i	i	10	7	5
Cc1c(C(=O)N2CCCCCC2(C)C(=O)NCC(C)C)oc2ccccc12 (stereo not given)	-2	-5	-12	-1	i	i	8	3	-2
COc1ccc(-c2cccc(C(=O)Nc3ccc(OC)c(OC)c3)c2)cc1	0	5	2	6	i	i	-7	2	0
Cc1ccc(S(=O)(=O)NCCC(=O)OCC(=O)NCCc2ccccc2)cc1C	1	3	12	8	i	i	11	1	-1
Cc1cc(C)c2nc(SCC(=O)Nc3cc(C)on3)c(C)cc2c1	1	7	-5	-4	i	i	-12	3	-2
CCN(CC(=O)NC1CCCC1)S(=O)(=O)c1ccc(F)cc1	-1	2	-6	0	i	i	-8	3	-2
O=C(NC1(C(F)(F)F)NC(=O)N(Cc2ccccc2)C1=O)c1cccs1 (stereo not given)	2	4	2	-10	i	i	19	-1	2
Cc1c(Br)c([N+](=O)[O-])nn1CC(=O)N1CCN(C23CC4CC(CC(C4)C2)C3)CC1	-2	-1	42	-2	i	i	26	-7	3
NC(c1csc(Nc2ccccn2)n1)C1CCCCC1 (stereo not given)	2	2	2	-9	i	i	8	-10	-6
COc1cc2c(C(=O)NCCCOC(C)C)cn(CC(C)C)c(=O)c2cc1OC	-2	-3	-4	4	i	i	9	4	-3
CC(=O)N1CCN(c2ccc(NC(=O)c3cccc(Cl)c3Cl)cc2)CC1	-1	6	-2	1	i	i	0	-4	-5
Cc1ccc(NC(=O)/C(=C\c2cccnc2)NC(=O)c2ccccc2)cc1	1	0	-3	-17	i	i	13	5	4
O=[N+]([O-])c1ccc(/C=C/c2ccc3cccc([N+](=O)[O-])c3n2)cc1	-2	1	17	6	i	i	5	4	-2
Cc1cccc(-c2ccc3c(c2)C2CC3CCN2C(=O)OCc2ccccc2)c1 (stereo not given)	-2	-1	18	1	i	i	1	0	-3
N#C/C(=C(/O)CCl)c1nnc2n1CCCCC2	-6	-12	0	14	i	i	1	-6	-2
Cc1ccc(N(C(=O)C(F)(F)F)C(C(=O)NC2CCCCC2)c2cccs2)cc1C (stereo not given)	5	-3	0	3	i	i	-2	3	4
C=CCNC(=O)Nc1ccc2oc(C)nc2c1	3	-5	-10	-11	i	i	2	-4	7
COc1ccc2cc(/C=C/C(=O)N3CCN(CC(=O)N4CCCCCC4)CC3)ccc2c1	0	-3	-6	-7	i	·	16	7	5
CC(C)(CO)C(O)C(=O)NCCC#N (stereo not given)	2	-2	-1	10	i	i	-5	2	0
O=C(OCCc1ccccc1)c1cc(O)c(O)c(O)c1	3	6	-38	0	i	i	-13	-2	4
CCCCCNC(=O)C(=O)C1C(=O)Nc2ccccc21 (stereo not given)	-4	1	1	6	i	i	-7	-1	3
Cc1ccc(C2NC(=O)c3sc(=S)n(-c4ccccc4)c3N2)cc1 (stereo not given)	1	0	4	25	i	i	4	-6	-5
CCOc1ccccc1N(CC(=O)N1CCN(Cc2ccccc2)CC1)S(=O)(=O)c1ccccc1	2	-1	8	1	i	i	2	-2	-2
CC(=O)NC(Cc1ccccc1)Cc1ccccc1	2	4	-4	11	i	i	-8	-7	2
CNc1c(NS(=O)(=O)c2ccc(Br)cc2)c(=O)oc2ccccc12	2	3	1	9	i	i	7	2	-2
CCOC(=O)[C@@H]1[C@H]2COc3ccc(Br)cc3[C@@H]2N2C(=O)N(c3ccc(F)cc3)C(=O)[C@@]12C	1	-1	15	-1	i	i	-8	-8	-1
CCc1nnc(NC(=O)Cc2c[nH]c3ccccc23)s1	1	3	-2	-37	i	i	6	5	0
O=S(=O)(c1ccc(S(=O)(=O)N(Cc2ccco2)Cc2ccccc2Cl)cc1)N1CCCC1	3	-3	12	15	i	i	-1	-2	1
COc1ccc(Nc2nc(N)nc(CSc3nccc(C)n3)n2)cc1	-2	7	-3	-103	i	i	2	-6	7
COc1ccc(C(=O)Oc2ccc(C)cc2)cc1S(=O)(=O)N1CCOCC1	1	-1	4	12	i	i	4	-1	2
COc1ccc2nc3cc(Cl)ccc3c(Nc3ccc(O)c(CN4CCN(C)CC4)c3)c2c1	-15	5	-4	-4	i	i	9	1	10
N#Cc1ccccc1CSc1nc2ccsc2c(=O)n1Cc1ccccn1	1	0	13	0	i	i	3	-3	-5
Cc1cc(NC(CC(C)C)C(=O)O)nc(Cc2ccccc2)n1 (stereo not given)	-5	-5	-3	-5	i	i	2	-6	6
Clc1ccccc1-c1nn2c(Cn3cnc4ccccc43)nnc2s1	0	0	-4	25	i	i	22	8	3
O=C(Cn1cnc2sc(-c3ccccc3)cc2c1=O)N1CCOCC1	-3	0	-10	15	i	i	0	-3	5
CC(=O)N1CCN(S(=O)(=O)c2cccc(C(=O)OCC(=O)NC(=O)c3cccn3C)c2)CC1	0	-7	-6	4	i	i	8	0	3
CCc1ccc2[nH]c(=O)c(CN(CCCN3CCOCC3)C(=O)Nc3cccc(Cl)c3)cc2c1	2	-3	13	3	i	i	4	10	-12
CCN(CC)CCNc1nc(-c2ccccc2)c2c(c1C#N)CC(C)(C)OC2	5	2	-7	9	i	i	27	-4	-7

Entries listed so far that contain bromine, in the order listed:
mol	Rin1 Abl inh	CSN inh	FAS TE block	MLLE-PAM2 inh	Rpn11 block	Neddylation inh	SKN-1 inh	NadD block	MT1-MMP act inh
Cc1c(Br)c([N+](=O)[O-])nn1CC(=O)N1CCN(C23CC4CC(CC(C4)C2)C3)CC1	-2	-1	42	-2	i	i	26	-7	3
CNc1c(NS(=O)(=O)c2ccc(Br)cc2)c(=O)oc2ccccc12	2	3	1	9	i	i	7	2	-2
CCOC(=O)[C@@H]1[C@H]2COc3ccc(Br)cc3[C@@H]2N2C(=O)N(c3ccc(F)cc3)C(=O)[C@@]12C	1	-1	15	-1	i	i	-8	-8	-1

The results go on:
mol	Rin1 Abl inh	CSN inh	FAS TE block	MLLE-PAM2 inh	Rpn11 block	Neddylation inh	SKN-1 inh	NadD block	MT1-MMP act inh
C[C@H]1CN(C2CCCCC2)C(=O)[C@@H]1CC(=O)Nc1ccc(Br)cc1	-5	-1	-3	13	i	i	3	0	2
CC1CCCCC1NC(=O)CO/N=C/c1ccc(OC(F)F)cc1 (stereo not given)	-3	-3	2	-5	i	i	-3	0	-1
C/C(=N\NC(=O)c1ccc(O)cc1)c1ccc2c(c1)Nc1ccccc1S2	-2	8	30	-13	i	i	14	9	2
OC(c1ccccc1)(c1nc(-c2cccc(C(F)(F)F)c2)cs1)C(F)(F)F (stereo not given)	1	-4	35	-2	i	i	14	-8	1
O=S(=O)(Nc1nc2ccccc2[nH]1)c1ccc(Cl)cc1	2	-1	-1	-45	i	i	-7	-1	2
CCCCNC(=O)C1c2ccccc2OCC(=O)N1C1CC1 (stereo not given)	·	-3	-9	·	·	i	-1	4	1
O=C(NC1CCCc2ccccc21)C1CCCC1 (stereo not given)	3	-1	-4	-1	i	i	-1	-5	4
O=C1[C@H](Cc2ccccc2)NCCCC[C@@H](c2ccc(Cl)cc2)N1Cc1ccccc1	2	2	26	3	i	i	-6	-2	-5
COc1cc(Cl)c(S(=O)(=O)N2CC(C)OC(C)C2)cc1Cl (stereo not given)	-1	-7	1	0	i	i	12	-2	-2
N#Cc1ccc(Cl)cc1NC(=O)CN1C(=O)C(=O)N(CCC2=CCCCC2)C1=O	-2	0	10	-4	i	i	12	4	-6
CCCSC(=O)N(CC)CC(=O)Nc1c(CC)cccc1CC	-3	10	0	-4	i	i	-13	-3	0
O=S(=O)(O)c1ccc(O)c2cc(Nc3ccccc3)ccc12	7	11	24	45*	i	i	2	68*	-2
O=C(CCN1CCCCC1)Nc1cccc(Cl)c1	-3	-2	-3	-4	i	i	-4	0	8
CCOc1ccc(S(=O)(=O)n2nc(C)c(S(=O)(=O)N3CCOCC3)c2C)cc1	-2	2	-2	8	i	i	20	4	-1
CC(=O)c1cccc(-n2nnnc2SCC(=O)Nc2cccc(NC(=O)c3ccco3)c2)c1	2	3	3	6	i	i	2	-3	-8
CCCn1nc(NC(=O)c2ccncc2)c2cc3ccccc3nc21	-2	8	1	0	i	i	5	2	-2
CC(=O)N1c2ccc(S(=O)(=O)NCCC(=O)Nc3ccc(Cl)cc3)cc2CC1C (stereo not given)	-2	-2	-3	0	i	i	2	1	-1
Cc1sc2ncnc(SCC(=O)N3CCCC3)c2c1C	3	-6	-6	-1	i	i	-7	6	0
O=S1(=O)CC(N2CCN(CCO)CC2)CN1Cc1cn(Cc2ccc(F)cc2)nn1 (stereo not given)	·	0	-12	·	·	i	12	2	2
COc1ccccc1NC(=O)c1oc2ccc(C)cc2c1C	-3	2	26	3	i	i	25	-1	0
CNS(=O)(=O)c1cc(Nc2ncnc3sccc23)ccc1C	1	0	-10	0	i	i	8	-4	-3
Cc1cc(C(=O)Nc2ccc(F)cc2C)n(-c2ccccc2)n1	3	5	-2	13	i	i	5	-3	3
CC(NC(=O)COC(=O)c1ccc([N+](=O)[O-])o1)c1ccccc1 (stereo not given)	0	4	-1	5	i	i	9	0	1
CS(=O)(=O)N(CC(=O)N1CCC(C(N)=O)CC1)Cc1ccc(Cl)c(Cl)c1	-1	5	-5	1	i	i	9	3	-2
CC12C(=O)N(c3ccccn3)C(=O)C1C1C=CC2C1 (stereo not given)	-4	2	-8	-3	i	i	1	-2	-2
